# MC4R antag cAMP – MC4R antagonists of cAMP signaling, primary screen, cell-based, TR-FRET, antagonist arm of biased-ligand search. MC4R-expressing cells, MTII-stimulated cAMP, LANCE TR-FRET. inhibition, % at 6.5 µM. actives 0.48% (n = 360,000);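 active means inhibition above its plate's cutoff, the mean of tested wells on that plate plus 3 SD, cut at about 29% in these data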;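 further: 0% = Melanotan II alone and 100% = Melanotan II plus saturating MCL0020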
# Target sequence (P32245 whole entry, looked up): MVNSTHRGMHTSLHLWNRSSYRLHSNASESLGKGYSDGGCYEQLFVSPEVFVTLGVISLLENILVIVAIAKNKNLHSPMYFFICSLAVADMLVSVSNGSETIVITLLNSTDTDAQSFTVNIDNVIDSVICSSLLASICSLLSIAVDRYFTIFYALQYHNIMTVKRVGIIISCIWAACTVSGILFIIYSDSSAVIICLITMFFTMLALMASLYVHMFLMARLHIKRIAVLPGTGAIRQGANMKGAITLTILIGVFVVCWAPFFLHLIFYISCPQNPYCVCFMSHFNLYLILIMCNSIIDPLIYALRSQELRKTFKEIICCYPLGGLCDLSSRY
#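 Material – human MC4R-expressing U2OS cells · Repeats – no replicates · Detection – TR-FRET with Eu-cAMP and labeled anti-cAMP, 671 nm · Times – compound 30 min, challenge 1 h, detection 1 h · Compound – single nominal compound dose of 6.5 µM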
# TLR9-MyD88 block – inhibitors of TLR9-MyD88 association in cells, primary screen, cell-based, CHO, BLA complementation, fluorescence; Toll-like receptor 9 (Homo sapiens) + Myeloid differentiation primary response protein …; CCF4 FRET ratio; inhibition, % at 4.98 µM; actives 0.21% (n = 340,000); AID 504734, 2011;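 active means inhibition above the mean over all tested compounds plus 3 SD, cut at about 21% in these data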;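 further: 0% = DMSO only wells and 100% = clavulanate BLA inhibitor control wells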
# Glyco luc inh – increase of ERlucT glycosylation luciferase signal, primary screen, N-linked glycosylation inhibitor project, D54 ERlucT cells, luminescence, set 2; D54 ERlucT glycosylation luciferase reporter, 24 h; percent of 100 nM tunicamycin response; reporter increase, % at 12.5 µM; actives 0.23% (n = 360,000);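 active means mean luciferase reporter signal, scaled so untreated is 0 and the glycosylation-blocking control 100, at or above a set limit in every replicate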;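 further: luciferase carries N-glycosylation sites so blocking glycosylation raises the light; 0% = median of neutral control wells and 100% = median of 100 nM tunicamycin wells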
# NOD2 RIPK2 PPI – NOD2-RIPK2 binding disruptors in cells, primary screen, fluorescence, CHO cells, BLA complementation; AID 624267, 2012; Receptor-interacting serine/threonine-protein kinase 2 (Homo sapiens), O43353; inhibition, % at 4.98 µM; CCF4 ratio; actives 0.38% (n = 360,000); in the data active means inhibition above about 21%;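 further: 0% = vehicle only and 100% = reference blocker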
# Target sequence (O43353 whole entry, looked up): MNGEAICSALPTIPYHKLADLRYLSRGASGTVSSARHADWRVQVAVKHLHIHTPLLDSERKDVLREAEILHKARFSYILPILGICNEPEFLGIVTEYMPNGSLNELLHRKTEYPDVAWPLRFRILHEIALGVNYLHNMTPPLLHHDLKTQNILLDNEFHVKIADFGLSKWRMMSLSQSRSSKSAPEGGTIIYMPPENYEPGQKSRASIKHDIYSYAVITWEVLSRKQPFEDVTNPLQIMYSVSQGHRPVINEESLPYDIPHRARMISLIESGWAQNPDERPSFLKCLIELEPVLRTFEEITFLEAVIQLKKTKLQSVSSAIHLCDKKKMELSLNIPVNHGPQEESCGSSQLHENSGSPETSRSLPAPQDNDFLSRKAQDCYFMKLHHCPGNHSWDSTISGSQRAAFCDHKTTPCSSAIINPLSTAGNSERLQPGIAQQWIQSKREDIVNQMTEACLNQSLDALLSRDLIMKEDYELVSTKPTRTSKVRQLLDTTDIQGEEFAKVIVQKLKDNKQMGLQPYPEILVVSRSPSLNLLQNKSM
# ABCB6 inh MLPCN – ABCB6 transporter inhibitors, primary screen, K562-ABCB6 cells, flow cytometry, MLPCN library. actives 0.19% (n = 360,000). fluorescence ratio to DMSO, % at 10 µM. AID 602162, 2011. K562-ABCB6 porphyrin accumulation, 1 h; stronger effect = lower value;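 active means fluorescence ratio to DMSO below 75%, the collection mean minus 3 SD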;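 further: signal is porphyrin accumulated inside mitochondria; 100% equals median channel fluorescence of DMSO control wells; lower ratio means ABCB6 inhibition with less porphyrin fluorescence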
# MC4R barr agon – MC4R agonists recruiting beta-arrestin, primary screen, cell-based, luminescence, agonist arm of biased-ligand search; Melanocortin receptor 4 (Homo sapiens), P32245; U2OS MC4R beta-arrestin complementation; percent of melanotan II response, DMSO zero; activation, % at 8.9 µM; actives 0.98% (n = 360,000);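 active means activation above a per-plate cutoff, the mean activation of sample wells on that plate plus 3 SD, cut at about 8% in these data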
# ABHD5-PLIN5 inh – ABHD5-PLIN5 interaction inhibitors, primary screen, cell lysate, split luciferase complementation, luminescence; Split G. princeps luciferase complementation, 4 h; Perilipin-5 (Homo sapiens) + 1-acylglycerol-3-phosphate O-acyltransferase ABHD5 (Homo …; actives 0.78% (n = 360,000); inhibition, % at 4 µM;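 active means inhibition above the mean inhibition across every tested compound plus 3 SD, cut at about 22% in these data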;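 further: 0% = DMSO only wells and the 100% control is not disclosed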
# Granule exo inh – LAMP-1 surface exposure blockers, TALL-104 cells – cell-based, flow cytometry, MLPCN library, primary screen; actives 0.66% (n = 360,000); AID 651702, 2012; TALL-104 LAMP-1 surface exposure; cells stimulated with thapsigargin and PMA; inhibition, % at 10 µM;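 active means inhibition above about 55%, limit read from the data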
# aDG glyco up – activators of alpha-DG glycosylation, primary screen, uHTS, Pro5-aDG cells, AlphaScreen | alpha-DG glycosylation AlphaScreen (IIH6); 0% Pro5, 100% B10-LARGE cell signal | activation, % at 10 µM | actives 0.22% (n = 360,000);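 active means activation of at least 8% versus controls, or a plate z-score of at least 8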;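 further: Pro5 are CHO cells carrying HIG-tagged alpha-DG that lacks glycosylation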
# Vif inh – HIV Vif self-association inhibitors, primary screen, imaging, HEK293T, single point; actives 0.35% (n = 340,000); HEK293T cells, Vif self-association by quenched fluorescence, 24 h; AID 602346, 2012; inhibition, % at 7.49 µM; in the data active means inhibition above about 50%, passing the limit was not always enough; further: some results filed as inactive read as strong as hits
# * marks the source's active call; other numbers are inactive results; · = not tested or not shown. Only part of the results is shown; count on the stated rates, not on these rows.
SMILES	MC4R antag cAMP	TLR9-MyD88 block	Glyco luc inh	NOD2 RIPK2 PPI	ABCB6 inh MLPCN	MC4R barr agon	ABHD5-PLIN5 inh	Granule exo inh	aDG glyco up	Vif inh
CC(=O)Nc1ccc(S(=O)(=O)Oc2ccc(/C=C3\SC(N)=NC3=O)cc2)cc1	15	-6	-1	-4	96	-2.8	11	4	-0.1	3
O=C(COC(=O)CCc1c[nH]c2ccccc12)Nc1cc([N+](=O)[O-])ccc1Cl	5	-7	2	-5	102	0.5	-1	1	-0.3	-2
Cc1ccc(S(=O)(=O)/N=C2\C=C(Nc3cccc(C(=O)O)c3)C(=O)c3ccccc32)c(C)c1	-1	3	6	-5	96	-3.9	-7	22	0.1	26
O=C(Cc1cccc(C(F)(F)F)c1)NCc1ccc(Cl)cc1Cl	-7	14	-2	-5	96	1.3	-9	-1	1.3	9
C/C(=N\NC(=O)CCCNc1ccccc1)c1ccncc1	0	-2	-1	-18	93	0.5	1	-4	-0.1	6
O=C(Nc1ccccc1Cl)C1CC(=O)N(Cc2ccco2)C1 (configuration not stated)	1	-1	3	-3	97	-1.0	2	-3	0.1	-11
O=C(NCCc1c[nH]c2ccccc12)c1ccc2nc[nH]c2c1	6	10	-3	4	98	-0.4	6	7	-0.1	7
CCN(CC)CCC(=O)N1c2ccccc2CCc2ccc(NC(=O)OC)cc21	20	9	-2	8	98	1.7	1	8	0.1	-2
COc1ccc(OC)c(S(=O)(=O)NC(=O)C2(C)CCN2C(=O)Cc2ccccc2)c1 (configuration not stated)	15	·	1	-7	98	0.0	-7	9	-0.3	5
CCOC(=O)C(CCCCCCC(NC(C)=O)(C(=O)OCC)C(=O)OCC)(NC(C)=O)C(=O)OCC	-2	0	0	1	96	1.8	-3	-1	0.0	-8
COc1ccc(CNC(=O)c2ccc(NS(=O)(=O)c3ccc4[nH]c(=O)[nH]c4c3)cc2)cc1OC	3	5	2	-1	98	-2.1	9	17	-0.1	12
CCn1cc(CNC(=O)CCc2nnc(CCC3CCCCC3)o2)cn1	6	10	2	-2	94	0.9	-1	-1	0.3	2
O=C(c1c(Cl)cccc1Cl)N1CCN(c2ncccn2)CC1	3	-6	-2	-11	97	-1.6	-15	3	0.0	2
COC(=O)C1(C)NC(c2ccco2)C2C(=O)N(c3ccc(C)cc3)C(=O)C21 (configuration not stated)	4	-8	3	8	97	0.2	-1	0	-0.2	1
COc1ccc(C2=NN(c3nc(-c4ccc(CNC(C)=O)cc4)cs3)C(c3ccco3)C2)cc1 (configuration not stated)	13	1	-1	1	125	5.4	-1	40	-0.1	2
CCCCNC(=O)c1nc(-c2cnccn2)oc1-c1ccc(Cl)cc1	·	·	·	-63	·	·	4	4	-0.1	·
C/C(CCc1ccccc1)=N/NC(=O)C(=O)NCc1ccccc1	2	-2	-1	-11	121	-2.5	0	-3	-0.3	2
Cc1cc(NC(=O)CC#N)n(-c2ccccc2)n1	-3	6	1	5	96	-1.5	-1	-3	-0.2	5
CCC(C)C(=O)Nc1nnc(CCc2ccccc2)s1 (configuration not stated)	-4	-1	-3	3	102	0.1	5	-4	-0.1	4
O=C(Nc1ccccc1)c1c2c(nc3ccccc13)CCCC2	13	1	1	-10	96	-1.7	2	29	0.4	-4
COc1ccccc1CNC(=O)C(=O)NCC1OCCN1S(=O)(=O)c1ccc(Br)cc1 (configuration not stated)	-2	-4	-1	-13	103	-0.1	9	2	1.8	-14
CC(=O)O[C@]1(C(C)=O)CCC2C3C=C(C)C4=CC(=O)CC[C@]4(C)C3CC[C@@]21C (some centres not stated)	5	2	-2	9	101	4.6	-11	-21	-0.1	-18
CSc1nsc(SCC(=O)NCc2ccc(C)cc2)n1	8	-5	0	-18	96	0.7	4	-1	0.0	0
CCOC(=O)N1CCN(C(=O)CSc2nnc(-c3c[nH]c4ccccc34)n2CCOC)CC1	12	-5	-1	-3	98	2.3	1	0	-0.1	0
COc1ccc(-c2cc3cc4c(cc3cn2)OCO4)cc1	-3	-7	-12	-2	98	1.0	-8	-5	0.0	-1
CC(NC(=O)C1CCN(C(=O)[C@@H]2Cc3ccccc3CN2)CC1)c1ccccc1 (some centres not stated)	6	2	2	-17	101	1.2	1	-1	-0.3	16
CCC1Sc2ccc(S(=O)(=O)CCC(=O)Nc3ccccc3Br)cc2NC1=O (configuration not stated)	7	-7	0	-8	97	-3.8	2	-8	0.0	18
COc1ccccc1/C=C/C(=O)OCC(=O)Nc1ccc(Cl)cn1	5	-6	0	-3	99	-0.4	-3	-4	0.1	-16
CCOc1ccc(Br)cc1S(=O)(=O)N1CCC(C(=O)O)CC1	-8	-7	-2	-5	99	-2.1	2	2	-0.2	-11
COc1cccc(C(=O)OCC(=O)c2ccc(Br)s2)c1	4	-9	-1	0	95	-0.3	2	-2	0.0	3
O=C(Nc1ccc(S(=O)(=O)N2CCCC2)cc1)C1CC(=O)N(CCc2ccc(F)cc2)C1 (configuration not stated)	17	-2	-1	5	99	-0.9	0	0	0.1	8
Cc1ccc2c(c1)[nH]c1c(=O)n(CCN3CCCCC3)cnc12	-2	5	1	7	98	-0.8	1	2	0.3	6

# 3 entries out of the list, arranged by length of the SMILES, lowest first.
SMILES	MC4R antag cAMP	TLR9-MyD88 block	Glyco luc inh	NOD2 RIPK2 PPI	ABCB6 inh MLPCN	MC4R barr agon	ABHD5-PLIN5 inh	Granule exo inh	aDG glyco up	Vif inh
CCOc1ccc(Br)cc1S(=O)(=O)N1CCC(C(=O)O)CC1	-8	-7	-2	-5	99	-2.1	2	2	-0.2	-11
Cc1ccc2c(c1)[nH]c1c(=O)n(CCN3CCCCC3)cnc12	-2	5	1	7	98	-0.8	1	2	0.3	6
CCC1Sc2ccc(S(=O)(=O)CCC(=O)Nc3ccccc3Br)cc2NC1=O (configuration not stated)	7	-7	0	-8	97	-3.8	2	-8	0.0	18

# Remaining list, next part.
SMILES	MC4R antag cAMP	TLR9-MyD88 block	Glyco luc inh	NOD2 RIPK2 PPI	ABCB6 inh MLPCN	MC4R barr agon	ABHD5-PLIN5 inh	Granule exo inh	aDG glyco up	Vif inh
COC(=O)C1=C(C)N(Cc2ccccc2)C(=NCCc2ccccn2)N[C@H]1c1cccc(F)c1	-2	4	0	6	96	-1.4	4	-5	0.4	-2
O=c1nc2s/c(=C\c3ccco3)c(=O)n2nc1Cc1ccc(F)cc1	0	4	4	-16	103	-2.1	-7	-3	-0.4	-7
OCCCc1cn(CC2CCCCC2)nn1	7	-9	3	-12	98	0.5	-1	1	-0.5	0
Cc1ccc(C)c(S(=O)(=O)N2CCN(C(=O)c3cncc(Br)c3)CC2)c1	11	0	-3	-5	94	-2.5	3	-2	0.0	4
COc1cc(CCC(=O)Nc2cc(S(=O)(=O)N3CCOCC3)ccc2OC(C)C)cc(OC)c1OC	14	-18	-1	11	97	1.1	-9	1	-0.3	-1
CCN1CCN(C(=O)CN(C)S(=O)(=O)c2ccc(Cl)cc2)CC1	-3	-2	-1	-4	94	-0.7	-2	0	0.1	4
CC(C)=CCCC(C)CN1CCC(n2nccc2NC(=O)C2CCCC2)CC1 (configuration not stated)	4	5	-1	-13	100	-3.0	-2	-2	0.1	-4
CCCNC(=O)C(NS(=O)(=O)c1ccc2c(c1)c(=O)n(C)c(=O)n2C)c1ccccc1 (configuration not stated)	-1	0	1	-4	95	-0.8	5	-2	-0.1	-12
O=C1CN(C(=S)NC(=O)c2ccccc2[N+](=O)[O-])CCN1	3	-3	3	-9	108	0.9	8	-8	-0.2	-1
COc1ccc(CN(C(=O)c2oc3ccccc3c2C)C2CCS(=O)(=O)C2)cc1 (configuration not stated)	6	-4	-3	6	96	0.2	-6	-1	-0.2	0
CN(C)c1ccc(-c2nnc(-c3cccs3)o2)cc1	-3	5	-15	-10	92	-2.0	6	-1	-0.2	·
Cc1cn([C@H]2C[C@H](O)[C@@H](/C=C/C(=O)NCc3ccccc3)O2)c(=O)[nH]c1=O	·	·	1	-4	101	·	1	3	-0.2	3
C=C1CCN([C@@H](C)C(=O)NCc2ccc(Cl)cc2)S(=O)(=O)c2ccccc21	10	4	0	-1	97	-0.9	0	-8	0.4	-4
O=C(NC(c1ccccc1)c1ccccc1)c1cccc(S(=O)(=O)NCc2ccccc2)c1	13	-6	0	4	92	1.8	-3	-3	-0.1	6
CC(=O)OCC1OC(n2c(S)c(C#N)c(-c3ccccc3)c(C#N)c2=O)C(OC(C)=O)C(OC(C)=O)C1OC(C)=O (configuration not stated)	2	-11	-7	-12	98	-1.6	-13	-12	-0.4	-6
CC(C)Oc1cccc(C(=O)C2CCCN(Cc3cnc(N4CCCC4)s3)C2)c1 (configuration not stated)	-1	8	-2	6	95	-0.4	5	-8	-0.1	-1
Cc1cccc2sc(NNC(=O)c3ccc4c(c3)OCCO4)nc12	1	2	1	8	101	-1.4	-12	-8	0.1	-3
C/C(=C/C=N/Nc1nc(N2CCCCC2)nc(N2CCCCC2)n1)c1ccccc1	-1	-13	-2	3	100	-3.3	1	6	-0.2	0
O=C(CN1CCN(C(=O)C2COc3ccccc3O2)CC1)Nc1ccc(F)cc1 (configuration not stated)	5	·	2	1	98	-2.3	2	-2	0.0	13
C=CCn1c(C2CC(=O)N(c3ccc(C)cc3)C2)nc2ccccc21 (configuration not stated)	15	-6	-1	-8	97	-1.9	-4	-2	0.3	-5
CC(C)(C)SCCNC(=O)COc1ccccc1	16	-12	1	-1	96	1.2	-7	-3	0.2	-2
CC(NC(=O)N1CCN(c2ccccc2F)CC1)c1ccc(F)c(F)c1 (configuration not stated)	-4	12	0	2	97	0.2	-1	48	0.2	8
COc1ccc(Cl)cc1C(=O)NCc1ccco1	4	-2	-1	-11	96	-2.8	-2	6	-0.1	-2
Cc1ccc(N(C(=O)c2snc(C(N)=O)c2N)C(C(=O)NC2CCCC2)c2ccc(C)o2)cc1 (configuration not stated)	1	-2	-6	-14	95	3.6	-5	38	-0.2	13
Cc1cc(C)nc(/N=C(\N)Nc2ccc(C)c([N+](=O)[O-])c2)n1	0	-7	-3	-6	96	-1.5	-1	-1	2.0	21
CSc1ccc(-c2nc(CSCC(=O)NCCCN3CCOCC3)c(C)o2)cc1	-6	-6	1	-3	91	-1.2	-4	1	2.0	1
CS(=O)(=O)c1ccc(NC(=O)CCCc2nc3ccccc3c(=O)[nH]2)cc1	-3	9	1	1	99	-1.8	5	-1	-0.3	6
